CCT modulator: cytosolic chaperonin activity modulation; purified chaperonin ATPase assay, HTRF ADP detection, 30 min; activity change, % (test concentration not listed), hits read low; 360,000 tested, 0.3% active; AID 651819; in the data active = activity change below about -30%; note: % is set by controls: 0 for no effect and ±100 for the full control effect
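TRiC (40 or 20 nM final, by batch activity) in 30 mM Tris pH 7.4, 100 mM KCl, 5 mM MgCl2, 1 mM DTT was treated with compound at 76 uM single dose, then 10 uM ATP, 30 min at 37 °C. ADP was read by HTRF Transcreener.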
HepG2 tox: counter-screen for TGF-b inhibitors: cytotoxicity in HepG2 cells; HepG2 CAGA-GFP viability, ATP luminescence, 18 h; Potency, µM (series often up to 46.1 µM), for the others: at the top dose activity change, negative = cytotoxicity, usual class: cytotoxic; 410,000 tested, 0.76% active; note: potency is the fitted concentration of half-maximal effect; some results filed as inactive show a strong effect at the top dose
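HepG2 CAGA-GFP cells (1000/well, DMEM with 1% FBS) received compound, then TGF-beta at 500 pg/mL final, and were incubated 18 hours at 37 degrees C. Viability was read by CellTiter-Glo luminescence. Media-only wells were set as complete cell-killing and DMSO as no toxicity.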
TGFb inhibitor: blocks TGF-b signaling | Potency, µM (highest dose often 46.1 µM), without a hit: at the top dose activity, negative = inhibition, actives largely listed as inhibitors | AID 588855 | 410,000 tested, 1.2% active | HepG2 CAGA-GFP TGF-b/SMAD3 reporter, GFP fluorescence, 18 h; TGF-beta stimulated, 500 pg/mL final; note: potency is the fitted concentration of half-maximal effect; % is set by controls: 0 for no effect and ±100 for the full control effect; nearly all actives have a fitted effect of over 65% in size
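Inhibition was scored as loss of TGF-beta-induced (500 pg/mL final, 18 hours, 37 degrees C) GFP in HEPG2 cells carrying a CAGA-GFP reporter, in DMEM with 1% FBS. Well GFP was summed per cell; Activity was normalised to unstimulated and stimulated DMSO wells, then concentration-response fitting.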
Mm-Cpn inhibitor: M. maripaludis TRiC chaperonin inhibition; purified Mm-Cpn ATPase, ADP Transcreener TR-FRET; Potency, µM (doses to about 76.9 µM), without a hit: at the highest dose activity, negative = inhibition, actives largely listed as inhibitors; 330,000 tested, 0.031% active; note: potency is the fitted concentration of half-maximal effect; % is set by controls: 0 for no effect and ±100 for the full control effect; nearly all actives have a fitted effect of over 80% in size
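ATP (10 uM final) was added to archaeal chaperonin (25 nM final) after 10 min exposure to test compound at 37°C; after 30 min further incubation, ADP was detected by competitive TR-FRET.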
Nrf2 activator: activates Nrf2 signaling; 410,000 tested, 0.31% active; AID 624171; AREc32 ARE-luciferase reporter (MCF7-derived line), luminescence, 24 h; Potency, µM (doses to about 46.1 µM), for the others: at the top dose activation, usual class: activators; note: potency is the fitted concentration of half-maximal effect; % of control where 0% means no effect; nearly all actives have a fitted effect of over 65% in size
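Luciferase luminescence (Steady-Glo, 30 min at room temperature) served as the read-out of ARE activation in AREc32 cells treated with compounds for 24 hr at 37 deg C.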
Abeta yeast res: compounds reversing amyloid beta toxicity in yeast | yeast expressing A-beta42, growth rescue, OD600, 48 h; response scale: 0% DMSO, 100% iron-clioquinol control | Potency, µM (top dose mostly 46.1 µM), for inactives: top-dose growth rescue, most hits filed as activators | 410,000 tested, 0.063% active | AID 1347071; note: potency is the fitted concentration of half-maximal effect; nearly all actives have a fitted effect of over 55% in size
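Yeast A-beta toxicity model in growth medium with pinned compounds, 48 h at 30 C; growth read as absorbance at 600 nm. Normalized to FeCl3/clioquinol equimolar mix (positive) and DMSO (negative).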
Nrf2 inh: inhibitors of Nrf2 signaling; A549 ARE-Fluc reporter, luciferase luminescence, 18-24 h; Potency, µM (series often up to 46 µM), for inactives: at the top dose activity change, negative = inhibition, actives largely listed as inhibitors; 360,000 tested, 2.1% active; note: potency is the fitted concentration of half-maximal effect; % is set by controls: 0 for no effect and ±100 for the full control effect; nearly all actives have a fitted effect of over 60% in size
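Concentration-response testing used A549 ARE_Fluc cells at 5000 cells/well. Following an 18-24 h compound incubation, viability was read by fluorescence (Ex 405/Em 525) and luciferase output by luminescence.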
A549 viability: counter-screen for Nrf2 inhibitors: cytotoxicity in A549 cells; 390,000 tested, 0.16% active; A549 ARE-Fluc cells, CellTiter-Fluor viability, 18-24 h; Potency, µM (doses to about 46 µM), inactives show at the highest dose activity change, negative = cytotoxicity, hits mostly inhibitors; note: potency is the fitted concentration of half-maximal effect; % is set by controls: 0 for no effect and ±100 for the full control effect
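Cytotoxicity counterscreen: CellTiter-Fluor fluorescence was measured in A549 ARE_Fluc cells after 18-24 h of compound exposure in a concentration series. The subsequent BugLite luminescent read reports ARE-luciferase activity.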
pAkt inh: Akt phosphorylation inhibition | AID 651550 | Neuro2A IGF-stimulated pAkt S473 HTRF, 20 min; hits give low values | activity change, % for hits at 50 µM | 360,000 tested, 0.32% active; in the data active = activity change below about -80%; inconclusive = mostly about -51% to -80%; note: % is set by controls: 0 for no effect and ±100 for the full control effect
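Neuro2A cells in DMEM with 0.5% FBS, overnight at 37 deg C, given compound at single 50 µM final, then IGF (6 nM final) for 20 min at 37 deg C. Lysed; phospho-Akt Ser473 by HTRF after 24 h, 665/615 ratio.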
The depositor's hits bear a star; i = inactive; u = inconclusive; x = no result given; & = joins results of further samples. Unless noted, calls come from the whole dose curve; as a rule, active = well fitted curve in the direction sought with a large enough effect; inconclusive = small, poorly fitted or top-dose-only effect, or another doubt; inactive = no such curve, though single readings can be large; an effect the other way counts as inactive or inconclusive.

Below each compound – CCT modulator	HepG2 tox	TGFb inhibitor	Mm-Cpn inhibitor	Nrf2 activator	Abeta yeast res	Nrf2 inh	A549 viability	pAkt inh
- O=S(=O)(c1ccc2ccccc2c1)N1CCOCC1
  -1.6	-2%&-8%	4%&4%	1%	0.4%	-18%	u	0%&-24%	i
- Cc1cccc(NC(=O)CCCN=C2NS(=O)(=O)c3ccccc32)c1C
  0.0	-14%	5%	1%	0.0%	0%	-2%	10%	i
- Cc1cc(-c2csc(NC(=O)C3=COCCO3)n2)c(C)n1C
  -0.9	-23%	u	-3%	-1.1%	-4%	6%	-14%	i
- COc1ccc(NC(=O)c2nnn(CC(=O)Nc3ccc4c(c3)OCO4)c2N)c(OC)c1
  -1.0	-2%	-7%	2%	-0.4%	5%	12%	6%	i
- CC(C)CNC(=O)CCSc1nc(-c2ccc3c(c2)OCO3)cc(C(F)(F)F)n1
  x	3%	6%	x	-0.6%	-14%	u	-8%	x
- O=C(NNC(=O)[C@@H]1CCCC[C@@H]1C(=O)O)Nc1ccccc1
  -0.6	9%	u	3%	2.8%	2%	16%	-5%	i
- C(COC1CC2CC1C1C2CC2OC21)OC1CC2CC1C1C2CC2OC21 (stereo not given)
  -4.0	-14%	-41%	x	1.6%	-7%	3%	3%	i
- COc1cccc(S(=O)(=O)c2nc(C)c3c(n2)CCC3)c1
  -1.0	2%	-1%	2%	0.0%	-1%	u	4%	i
- CN(C(=O)CSc1nnc(-c2ccc(F)cc2)c2ccccc12)C1CCS(=O)(=O)C1 (stereo not given)
  1.0	-6%	u	-4%	u	-32%	-7%	9%	i
- Cc1ccc(NCCCn2ccc(NC(=O)OCc3ccccc3)nc2=O)cc1C
  -1.1	3%	-10%	x	4.9%	-8%	1%	-2%	i
- CSc1nc(Sc2cccc(Cl)c2)c2ccccc2n1
  1.5	3%	0%	0%	0.1%	17%	0%	-1%	i
- COc1ccc(Cl)cc1Nc1ccc2cc(S(=O)(=O)N3CCCCC3)ccc2n1
  x	-9%	-17%	x	3.6%	4%	-16%	-10%	x
- Cc1c(C(=O)Oc2cccc3cccnc23)oc2ccccc12
  -1.6	11µM*	u	1%	6.8%	4%	14%	4%	i
- Cc1cc(NC(=O)CCCn2cc([N+](=O)[O-])cn2)n(Cc2ccc(F)cc2)n1
  -0.1	-26%	11%	-1%	-0.2%	-8%	-8%	7%	i
- Cc1nc2c(-c3ccccc3)c(C)nn2c(C)c1CCC(=O)NCc1ccc(Cl)cc1
  x	3%	-3%	x	0.7%	-5%	11%	-9%	x
- CC1(C)Cc2ccccc2C(N/N=C/c2ccc(Cl)cc2)=N1
  -1.3	-20%	u	0%	7.4%	8%	u	4%	i
- CN(c1ccc(OCC(=O)NC2CCC(O)CC2)cc1)S(=O)(=O)c1ccc(Cl)cc1 (stereo not given)
  -0.8	-17%	-5%	0%	0.3%	4%	-9%	-2%	i
- CCCNC(=O)C1CCN(c2nc3ccc(C)cc3[nH]2)CC1
  x	-3%	-3%	x	13%	14%	x	1%	x
- Cc1ccc(Cl)c(NC(=O)CN2CCNC(=O)C2)c1Cl
  1.0	-16%	-14%	1%	-0.7%	-7%	-18%	-6%	i
- O=C(Cn1ccc(NC(=O)OCc2ccccc2)nc1=O)NCCc1c[nH]c2ccccc12
  -0.5	-24%	-26%	-3%	0.1%	2%	-7%	1%	i
- CN(C)Cc1ccc(CNC(=O)c2ccc(Cl)c(S(=O)(=O)NC3CC3)c2)cc1
  -3.2	-2%	-4%	2%	-0.2%	8%	-1%	-1%	i
- CCCCNC(=S)Nc1ccc(Cl)cc1
  0.2	-8%	3%	1%	0.6%	-8%	-6%	8%	i
- Cc1ccc(N(C)C(=O)N2CCN(S(=O)(=O)c3ccc(C)c(C)c3)CC2)cc1
  -0.9	-20%	-5%	0%	0.1%	-7%	-22%	-5%	i
- CCOC(=O)c1sc(N(Cc2ccccc2)C(=O)CCl)nc1C
  0.0	-173%	u	-4%	14%	-26%	13%	-9%	i
- COc1cc(CCNC(=O)c2ccc3c(c2)c(C)c(C)n3Cc2cccc(C)c2)cc(OC)c1OC
  x	-12%	-30%	x	0.1%	-16%	-17%	u	x
- COc1cc(OC)c(/C=N/N2CCN(c3ccccc3OC)CC2)c(OC)c1
  -0.3	-41%	5%	1%	5.0%	18%	14%	0%	i
- CC(Sc1cccc[n+]1[O-])c1ccccc1 (stereo not given)
  -4.1	9%	-19%	0%	-0.9%	-2%	-16%	2%	i
- CCOC(=O)N1CCN(CC(O)COc2ccc(C)cc2C(C)(C)C)CC1 (stereo not given)
  1.7	-4%	-2%	-1%	3.8%	19%	7%	-1%	i
- O=C(COc1cccnc1[N+](=O)[O-])NCc1ccccc1
  -0.7	-23%	-13%	2%	-0.5%	-10%	-13%	6%	i
- O=C(Nc1ccccc1OC(=O)c1ccc(Cl)cc1)c1ccc(Cl)cc1
  -0.5	-35%	-6%	3%	u	6%	u	2%	i

Some entries already given, reduced to Abeta yeast res, pAkt inh and TGFb inhibitor.
structure	Abeta yeast res	pAkt inh	TGFb inhibitor
Cc1ccc(N(C)C(=O)N2CCN(S(=O)(=O)c3ccc(C)c(C)c3)CC2)cc1	-7%	i	-5%
CCOC(=O)N1CCN(CC(O)COc2ccc(C)cc2C(C)(C)C)CC1 (stereo not given)	19%	i	-2%
CCCCNC(=S)Nc1ccc(Cl)cc1	-8%	i	3%
COc1cc(CCNC(=O)c2ccc3c(c2)c(C)c(C)n3Cc2cccc(C)c2)cc(OC)c1OC	-16%	x	-30%
O=C(COc1cccnc1[N+](=O)[O-])NCc1ccccc1	-10%	i	-13%
O=C(Nc1ccccc1OC(=O)c1ccc(Cl)cc1)c1ccc(Cl)cc1	6%	i	-6%

As a working copy, 2 of the compounds above.
Below each compound – CCT modulator	HepG2 tox	TGFb inhibitor	Mm-Cpn inhibitor	Nrf2 activator	Abeta yeast res	Nrf2 inh	A549 viability	pAkt inh
- O=C(COc1cccnc1[N+](=O)[O-])NCc1ccccc1
  -0.7	-23%	-13%	2%	-0.5%	-10%	-13%	6%	i
- O=C(Nc1ccccc1OC(=O)c1ccc(Cl)cc1)c1ccc(Cl)cc1
  -0.5	-35%	-6%	3%	u	6%	u	2%	i

Other entries follow:
Below each compound – CCT modulator	HepG2 tox	TGFb inhibitor	Mm-Cpn inhibitor	Nrf2 activator	Abeta yeast res	Nrf2 inh	A549 viability	pAkt inh
- CCNS(=O)(=O)c1ccc2c(c1)NCC2
  1.0	-6%	-16%	-1%	0.3%	32%	4%	-3%	i
- Cc1cc(C)cc(Cn2c3ccc(NC(=S)NC4CCCCC4)cc3c(=O)n2C)c1
  -1.3	-4%	-7%	x	0.2%	3%	x	x	x
- C=CCNCc1ccccc1[N+](=O)[O-]
  0.1	-3%	-4%	-3%	-1.3%	-3%	19%	1%	i
- CC(C)COc1ccc(C(=O)N/C(=C\c2cccc([N+](=O)[O-])c2)C(=O)OC(C)C)cc1
  -2.1	-15%	u	1%	0.8%	-4%	17%	3%	i
- O=C(Nc1ccccc1[N+](=O)[O-])c1cc(S(=O)(=O)N2CCOCC2)cs1
  -4.5	-60%	u	0%	u	-14%	-2%	2%	i
- CCc1c(C)sc(NC(=O)C2CCCO2)c1C#N (stereo not given)
  -0.5	-26%	-1%	-4%	7.1%	-4%	u	9%	i
- COc1ccc(NC(=O)C(=O)NCC(c2cccnc2)N2CCc3ccccc3C2)cc1 (stereo not given)
  x	-8%	u	x	4.8%	3%	u	14%	x
- N#Cc1ccc(C(=O)Nc2cc(S(=O)(=O)N3CCCC3)ccc2OCC(F)(F)F)cc1
  -0.5	-2%	-7%	-2%	0.7%	5%	-24%	-2%	i
- O=C(COc1ccccc1)NCC(=O)NC1=NCCS1
  2.0	14%	16%	u	-0.9%	4%	12%	-4%	i
- COc1ccc(CCNC(=O)c2c(O)c3cccc4c3n(c2=O)CC4)cc1
  -2.8	-31%	-10%	1%	0.2%	4%	17%	-3%	i

Bioassay records deposited in PubChem by National Center for Advancing Translational Sciences (NCATS).
